Bioassay records as filed in PubChem BioAssay.
TDP2 inh = TDP2 (human) inhibition, absorbance primary screen; O95551; hit rate 0.34% among 370,000; AID 720702; recombinant TDP2, T5PNP hydrolysis, p-nitrophenol absorbance 415 nm; inhibition, % at 12.8 µM;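 active = inhibition above the mean of all tested compounds plus 3 SD, set per campaign, cut at about 25% in these data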;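 also: 0% = DMSO with enzyme and 100% = buffer with substrate but no TDP2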
Target sequence (O95551 whole entry, looked up): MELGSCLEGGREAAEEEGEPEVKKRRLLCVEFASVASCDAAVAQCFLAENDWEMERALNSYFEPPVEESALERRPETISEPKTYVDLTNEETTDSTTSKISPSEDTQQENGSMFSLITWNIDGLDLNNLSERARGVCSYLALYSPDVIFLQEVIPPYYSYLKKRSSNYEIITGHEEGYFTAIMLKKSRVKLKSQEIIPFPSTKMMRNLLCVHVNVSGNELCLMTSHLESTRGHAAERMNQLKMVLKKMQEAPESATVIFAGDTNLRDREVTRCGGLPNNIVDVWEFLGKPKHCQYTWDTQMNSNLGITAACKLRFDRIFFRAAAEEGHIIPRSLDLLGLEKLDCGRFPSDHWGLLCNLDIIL
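Incubation: 2 h at 37 °C; Test system: recombinant human TDP2; Quantity: enzyme 120 nM; Read-out basis: percent inhibition; Medium: 50 mM Tris-HCl pH 7.5 with Mg2+, KCl, DTT, BSA; Repeats: single replicate; Compound: 12.8 µM single point, 1% DMSO; Signal: epi absorbance; Reagent: 5 mM T5PNP chromogenic substrate; Benchmarks: no-enzyme high, DMSO-plus-enzyme low.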
PRMT1 inh = blocks human protein arginine methyltransferase 1; Q99873; recombinant PRMT1, activity-based probe fluorescence polarization; inhibition, % at 2.79 µM; hit rate 1.3% among 370,000;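 active = inhibition above about 21% made by adding two undisclosed values, limit read from the data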
Target sequence (Q99873 whole entry, looked up): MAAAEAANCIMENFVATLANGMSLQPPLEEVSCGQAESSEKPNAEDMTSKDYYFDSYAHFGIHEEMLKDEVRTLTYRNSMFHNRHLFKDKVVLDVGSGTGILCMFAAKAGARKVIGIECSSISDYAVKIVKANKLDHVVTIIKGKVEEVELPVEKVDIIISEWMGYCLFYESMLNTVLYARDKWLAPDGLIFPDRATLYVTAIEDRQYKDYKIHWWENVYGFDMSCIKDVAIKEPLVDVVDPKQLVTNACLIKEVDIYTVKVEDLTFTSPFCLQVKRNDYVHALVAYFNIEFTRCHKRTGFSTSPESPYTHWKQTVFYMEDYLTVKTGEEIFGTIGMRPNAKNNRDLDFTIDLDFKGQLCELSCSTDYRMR
TCR CD3 inh = inhibitors of human TCR-CD3 interaction; AID 651800; TAMRA-labeled TCR probe fluorescence, biochemical; inhibition, % at 9.4 µM; hit rate 0.37% among 360,000; in the data active = inhibition above about 19%;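 also: recombinant mutant TCR 2C K166C tagged with TAMRA read by polarization; 0% = receptor in buffer alone and 100% = receptor with positive control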
ABHD4 inh = ABHD4 (mouse) inhibition, primary FP screen; Q8VD66; purified mABHD4, FP-Rh probe fluorescence polarization; inhibition, % at 8.92 µM; hit rate 0.54% among 370,000;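 active = inhibition exceeding the mean over every tested compound plus 3 SD, cut at about 30% in these data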;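 also: 0% = plate median of compound wells and 100% = S159A mutant with DMSO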
Target sequence (Q8VD66 whole entry, looked up): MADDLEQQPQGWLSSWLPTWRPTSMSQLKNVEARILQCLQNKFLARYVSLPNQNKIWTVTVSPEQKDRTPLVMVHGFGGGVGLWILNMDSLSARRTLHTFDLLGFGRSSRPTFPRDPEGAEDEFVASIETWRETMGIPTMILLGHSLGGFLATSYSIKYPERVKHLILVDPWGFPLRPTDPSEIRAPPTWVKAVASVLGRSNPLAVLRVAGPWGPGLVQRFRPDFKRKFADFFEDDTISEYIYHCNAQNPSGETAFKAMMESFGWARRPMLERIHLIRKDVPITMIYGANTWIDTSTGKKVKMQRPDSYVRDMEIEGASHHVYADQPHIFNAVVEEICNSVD
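Material: mouse ABHD4 enzyme, wild type; Benchmarks: S159A mutant high control, sample median low control; Buffer or medium: HEPES pH 7.0, NaCl, Pluronic buffer; Signal: fluorescence polarization; Read-out: percent inhibition of probe binding, normalized to plate controls; Timing: pre-incubation 45 min, probe exposure 60 min, at 25 °C; Dosing: 8.92 µM, single dose.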
PG9 binder = small molecules binding HIV-1 gp120 antibody PG9; TR-FRET gp120-PG9 antibody binding; inhibition, % at 6.7 µM; AID 624416; hit rate 0.43% among 360,000; in the data active = inhibition above about 8.5%
LEDGF integ inh = blocks HIV-1 LEDGF/p75-dependent DNA integration. hit rate 0.64% among 370,000. inhibition, % at 3.7 µM. AID 743269. TR-FRET IN-LEDGF/p75 DNA integration, Eu/Cy5;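 active = inhibition above the screen-wide mean plus 3 SD, cut at about 13% in these data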;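 also: signal is the Cy5 over europium emission ratio at 671 and 618 nm; 0% = plate median of compound wells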
NR1D1 modulator = modulates human Rev-erb alpha binding to DNA. P20393. Rev-erbα–FITC-DNA binding, fluorescence polarization, 90 min. activity, % at 10 µM. hit rate 0.79% among 370,000. AID 1259318;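 active = activity above about 14%, limit read from the data; passing the limit was not always enough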;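 also: 0% = DMSO wells with 35 nM protein and 100% = DMSO wells with 750 nM protein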
rCAG RNA binder = r(CAG) repeat RNA binding; TO-PRO-1 dye displacement fluorescence; inhibition, % at 3 µM; hit rate 1.3% among 370,000; AID 651821;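 active = inhibition above the plate cutoff, the mean of all test compounds on that plate plus 3 SD, cut at about 35% in these data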;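 also: 0% = DMSO alone and 100% = 100 µM mitoxantrone as full dye displacement; higher means more dye released from RNA so lower well fluorescence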
SIAE primary = blocks human sialic acid acetylesterase; inhibition, % at 9.66 µM; AID 1053197; hit rate 0.69% among 370,000; SIAE FP-Rh probe binding, fluorescence polarization;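 active = inhibition above a cutoff: mean of compounds within the control limits plus 3 SD of those, cut at about 17% in these data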;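 also: 0% = plate median of compound wells and 100% = probe without SIAE protein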
HTRA1 inh = inhibitors of human serine peptidase HTRA1; recombinant HTRA1, FP-rhodamine activity-based probe, fluorescence polarization; hit rate 0.5% among 340,000; inhibition, % at 5.96 µM; Q92743; in the data active = inhibition above about 36%;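 also: 0% = enzyme with DMSO and 100% = wells lacking enzyme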
The depositor's hits bear a star; nt = not tested or not shown; & = joins results of further samples. The list is partial; count on the stated rates, not on these rows.

structure	TDP2 inh	PRMT1 inh	TCR CD3 inh	ABHD4 inh	PG9 binder	LEDGF integ inh	NR1D1 modulator	rCAG RNA binder	SIAE primary	HTRA1 inh
CSc1ccc(N=Nc2c(C)[nH]n(C)c2=O)cc1	8	-2	-5	-2	-6.1	-1	-16	-2	7	3
O=C(Cc1ccccc1)NCc1nc2ccccc2[nH]1	8	-1	0	4	2.4	2	-4	0	-1	6
COc1ccc([C@H]2N[C@]3(CCCN(Cc4ccc(Cl)cc4)C3=O)[C@H]3C(=O)N(Cc4ccccc4)C(=O)[C@@H]23)cc1	3	-1	3	-11	-0.4	1	5	4	-11	-48
Cn1nnnc1SCC(=O)N1CCN(S(=O)(=O)c2ccccc2)CC1	-6	1	3	7	-0.1	-4	-6	0	0	2
Fc1ccc2cc(-c3cccnc3)ncc2c1	6	2	7	1	1.5	-5	-1	0	0	0
CCOC(=O)CSc1n[nH]c(NC(C)=O)n1	19	2	-5	-2	1.1	1	-2	-3	7	3
CC(=O)N(C)Cc1ccc(C(=O)CCl)cc1	11	3	-1	9	-1.1	-1	-6	2	1	13
CCN1C[C@@H]2[C@@H]3C(=O)N(Cc4ccccc4)C(=O)[C@@H]3[C@](C)(C1=O)N2C(=O)c1ccccc1	9	0	-1	1	1.1	2	-3	-6	9	-2
O=C(O)c1sccc1Oc1ccc(NS(=O)(=O)c2ccccc2)cc1	1	5	-7	3	-0.1	-3	0	6	-12	12
Cc1cccc(C)c1NC(=O)C1(C)CSCC(=O)N1CCc1ccc(O)cc1 (configuration not stated)	-19	0	-5	-9	0.3	0	-3	7	1	nt
Cc1cnc(C=NNC(N)=S)c2cccc(N)c12	15	9	29*	23	-5.5	17*	-24	8	10	28
CC(C)C(=O)N(Cc1ccc(F)cc1)Cc1nc2ccccc2c(=O)[nH]1	6	0	-1	1	4.9	0	1	-1	6	-4
O=C1CCCC(c2ccccc2)N1 (configuration not stated)	1	1	-2	-2	-0.1	-1	-2	0	1	4
CC(=O)Nc1ccc(NC(=O)CN(c2ccccc2Cl)S(C)(=O)=O)cc1	12	-1	1	5	2.2	-2	1	-1	6	-2
O=C(NCC(=O)N1CCCC1)c1ccc(Br)o1	16	-1	-10	3	1.4	0	8	2	-3	0
COc1cc(OC)cc(C(=O)NCC(=O)NC(C)c2ccccc2)c1 (configuration not stated)	-9	-2	0	-4	1.0	3	5	-2	14	-2
CCCn1c(SCC(=O)Nc2sc(C)c(C)c2C#N)nnc1C(C)C	-2	1	-10	9	3.7	1	-2	-9	2	6
O=C(CN1C(=O)C2CC=CCC2C1=O)Nc1ccc(S(=O)(=O)N2CCOCC2)cc1 (configuration not stated)	15	5	-3	4	-0.6	-5	1	4	-4	-3
CC(C)C[C@@H](CN=[N+]=[N-])N1CCN(C)CCC1=O	-4	0	-4	3	-2.2	-4	2	-5	10	-7
COc1cc(/C=N/Nc2nc3ccccc3[nH]2)cc(Br)c1OCC(=O)N(C)C	3	1	-4	19	-5.5	-4	-2	4	9	7

Sorted by the number under PG9 binder (highest first): some entries from above
compound,TDP2 inh,PRMT1 inh,TCR CD3 inh,PG9 binder,LEDGF integ inh,NR1D1 modulator,SIAE primary,HTRA1 inh
COc1ccc([C@H]2N[C@]3(CCCN(Cc4ccc(Cl)cc4)C3=O)[C@H]3C(=O)N(Cc4ccccc4)C(=O)[C@@H]23)cc1,3,-1,3,-0.4,1,5,-11,-48
O=C(CN1C(=O)C2CC=CCC2C1=O)Nc1ccc(S(=O)(=O)N2CCOCC2)cc1 (configuration not stated),15,5,-3,-0.6,-5,1,-4,-3
CC(=O)N(C)Cc1ccc(C(=O)CCl)cc1,11,3,-1,-1.1,-1,-6,1,13

Following part.
structure	TDP2 inh	PRMT1 inh	TCR CD3 inh	ABHD4 inh	PG9 binder	LEDGF integ inh	NR1D1 modulator	rCAG RNA binder	SIAE primary	HTRA1 inh
CCNS(=O)(=O)c1ccc(CCC(=O)N2CCOCC2)cc1	0	4	-2	0	0.3	-2	-3	-3	0	0
Cc1cc(=O)[nH]c2c1c(=O)[nH]n2C1CC(C)N(C)CC1C (configuration not stated)	8	0	2	3	2.2	6	0	-4	3	-1
COc1ccc(S(=O)(=O)N(CC(=O)N2CCOCC2)Cc2ccccc2)cc1C	-9	0	0	-3	-3.1	5	1	-3	11	-4
COc1ccc(C(=O)Nc2sc3c(c2C#N)CCN(C(C)=O)C3)cc1	-5	2	-8	-10	-0.8	-1	-1	1	-6	-5
C/C(CC(=O)Nc1ccc(Cl)c(C(F)(F)F)c1)=N\NC(=O)c1ccccc1O	-11	-1	0	-37	-1.9	-2	2	53*	-20	-8
Nc1cc(N)nc(SCc2cc(=O)oc3cc4c(cc23)CCC4)n1	10	3	0	0	0.3	2	1	12	-1	-39
CC(=O)c1ccc(N(CC(=O)Nc2cc(C)on2)S(=O)(=O)c2ccc(C)cc2)cc1	-9	-3	-4	-2	1.4	2	1	2	0	-14
COc1ccc(-c2ccc(-c3nc4ccc(C)cn4c3NC3CCCCC3)cc2OC)cc1	-6&0	-1&1	-6&0	-1&22	2.4&1.6	3&0	-2&-4	0&9	3&8	0
COc1ccc(NC(=O)c2ccccc2C(=O)N2CCCCC2)cc1	16	-1	9	-4	-1.1	0	1	-3	4	-3
COc1cccc(-c2cnc(C(O)c3ccc(C)cc3C)[nH]2)c1 (configuration not stated)	2	-7	1	3	-2.1	0	-1	2	0	nt
CCOc1ccc(N(CC(=O)N/N=C/c2cc(Br)c(C)o2)S(C)(=O)=O)cc1	-3	-3	2	1	-0.5	-4	4	0	2	-1
CCC1(c2ccc(Cl)cc2)NC(=O)N(CC(=O)NC2CCCC(C)C2C)C1=O (configuration not stated)	-5	3	-5	-13	-1.8	-2	5	-8	6	-10
Cc1ccc(-n2c(C)cc(C=C(C#N)C#N)c2C)cc1	-3	0	2	-6	0.9	-1	0	1	4	-6
Cc1cc(C)n2c(Nc3ccc4c(c3)OCCO4)c(-c3ccccc3)nc2n1	2	-1	-3	10	-1.5	2	3	6	-2	3
CC(C)(C)OC(=O)Nc1ccc([C@@H](NC(=O)OC(C)(C)C)C(=O)OC(C)(C)C)cc1	10	-1	8	4	1.5	0	5	-5	1	-13
COc1ccccc1NC(=S)NC(C)=O	4	1	6	-1	-0.7	-3	1	1	-2	-3
COC(=O)C1=C(C)N(CCCC(=O)O)C(=O)NC1c1ccccc1Cl (configuration not stated)	-9	0	4	2	-0.9	-2	-2	-1	-1	1
COC(=O)c1cc(S(=O)(=O)NCCc2ccc(SC)cc2)c[nH]1	10	-2	3	3	-1.2	0	-1	1	4	1
NC(=O)c1nc[nH]c1C(=O)Nc1cccc(NC(=O)c2cccc(C(F)(F)F)c2)c1	1	-3	-3	-1	-0.7	0	-3	-3	-42	-7
COc1ccc(C(C)(O)c2nc(-c3ccc(Cl)cc3)cs2)cc1 (configuration not stated)	4	0	2	-16	0.8	-1	5	2	-6	nt
CN1CCN(C(=O)N2CCNC2=O)CC1	1	-2	-3	0	-0.8	1	3	2	4	-5
O=C(COC(=O)C1CC(=O)N(Cc2ccccc2)C1)Nc1ccccc1F (configuration not stated)	-4	-2	-10	3	3.3	-1	3	-3	5	5
CCCCn1c(N)c(Sc2ccccc2[N+](=O)[O-])c(=O)[nH]c1=O	-13	3	0	0	-1.7	-6	-3	1	0	-1
CCN(CC)S(=O)(=O)c1cccc(-c2cn3cc(C)ccc3n2)c1	-11	3	3	-9	0.5	2	-4	3	-1	-19
O=C(CSC1=NS(=O)(=O)c2ccccc2N1)Nc1ccc(F)cc1	-11	6	13	-1	-1.9	-7	4	15	-3	-5
O=C(c1ccc2c(c1)OCCO2)N1CCN(c2ccc(C(F)(F)F)cn2)CC1	1	2	3	-3	2.5	2	0	0	-3	1
CC(C)=C1SC(N2CCN(c3ccc(C)c(Cl)c3)CC2)=NC1=O	17	0	12	1	-0.2	4	-10	-1	1	4
C=CCOc1ccc2c3c(c(=O)oc2c1)CCCC3	9	0	-8	1	-0.2	-3	-2	-2	-9	-10
Cc1ccc(/C=C2\SC(=S)N(CCCC(=O)N3CCOCC3)C2=O)cc1	4	0	3	-3	-0.1	0	-5	-2	-1	-2
COc1ccc(S(=O)(=O)CCC(=O)NCCc2cccc(C)c2)cc1	-18	5	-5	-6	0.2	-5	0	-4	-6	-3
CCOCCn1c(CCCO)nc2ccccc21	6	-1	3	4	1.4	3	-1	-2	-2	3
COc1nc(OC)nc(N2CCC(C(=O)NC3CC3)CC2)n1	4	5	-1	4	2.3	-3	-8	-2	-6	-2
Cc1cccc(NC(=O)Cn2nc([N+](=O)[O-])c(Br)c2C)n1	0	-1	-5	4	0.3	-1	-7	-4	-2	2
CCn1c(-c2csc3c2CCCC3)n[nH]c1=S	-5	7	-6	-20	1.3	-1	-1	2	-7	-2
NC1=NC(=O)/C(=C/c2cc(Br)c(O)c(Br)c2)S1	-2	-4	5	-44	-15	-3	9	-2	-19	8
Cc1ccc(-n2c(Cc3cccn3C)nnc2SCC(=O)Nc2ccc3c(c2)OCO3)cc1	-8	2	-4	10	-1.2	4	3	0	0	-6
CCN(CC(=O)NCc1ccc(F)cc1)CC(=O)Nc1ccc(S(=O)(=O)N2CCCC2)cc1	9	2	2	3	1.5	-3	-1	-5	3	-12
COc1ccc(S(=O)(=O)N(C)C[C@H]2Oc3ccc(NC(=O)Nc4ccc5c(c4)OCO5)cc3CC(=O)N([C@@H](C)CO)C[C@@H]2C)cc1	-1	1	-5	-1	-0.6	-1	3	13	18*	-6
O=C(CSc1n[nH]c(-c2ccccc2)n1)c1ccc(O)c(O)c1	7	15	9	34*	-1.4	-8	-6	13	11	72*
Nc1[nH][nH]c(=O)c1N=Nc1ccc2c(c1)OCO2	-17	3	2	9	-25	-2	15	5	3	12
CCCCCCCCN1C(=O)[C@H](CC(=O)NCCCN2CCCC2=O)C[C@@]2(C(=O)OCC)CCCC=C12	-8	2	-4	-6	-0.6	0	-1	0	3	nt
CC(=O)NS(=O)(=O)c1ccc(N)cc1	-1&-6	0&1	3&-2	3&-1	-2.5&-3.4	-3&3	-4&-10&-4	1&2	2&-5	-3&4
O=C(Nc1ccc(S(=O)(=O)Nc2nccs2)cc1)C1=NN(c2ccccc2)C(=O)CC1	2	5	7	9	-1.1	1	-1	36*	-4	3
O=C(CCN1CCC2CCC(C2)C1)c1ccc(F)cc1 (configuration not stated)	-11	2	6	10	-0.6	-2	-4	6	-6	2
O=C(Cc1ccccc1)NN1C(=O)/C(=C/c2ccccc2C(=O)O)SC1=S	4	0	10	-3	-1.1	4	-2	7	2	7
O=[N+]([O-])c1ccccc1S(=O)(=O)Nc1ncccn1	-30	1	-7	2	1.8	6	0	4	-7	1
CC1(C)Cc2cccc(OCC(=O)OCC(=O)NCc3ccccc3)c2O1	-1	-4	-2	3	-2.2	3	-5	-4	4	2
